hiPSC survival: enhancers of human iPSC single-cell survival. hiPSC single-cell survival, ATPlite luminescence; 100% = ROCK inhibitor wells, 0% = DMSO. survival enhancement, % at 20 µM. 360,000 tested, 0.044% active; in the data active = survival enhancement above about 18%;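 note: cells exposed to compounds for 16 hours before the ATP read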
HIF-2a inh: HIF-2a inhibition; inhibition, % at 18.8 µM; 786-0 RCC cells HIF-2a reporter, luciferase luminescence, overnight; AID 624352; 360,000 tested, 0.72% active;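 active = inhibition of the luminescence signal of 40% or more relative to plate controls, in a single-dose primary screen at 18.75 µM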
NR2E3 ag-1: activates human NR2E3 receptor. Q9Y5X4. CHO-S Gal4-NCOR/VP16-NR2E3 two-hybrid, luciferase. inhibition of corepressor binding, % at 3.98 µM. 360,000 tested, 0.35% active. AID 602229;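 active = inhibition above the mean of all tested compounds plus 3 SD, cut at about 70% in these data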;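 note: 0% = DMSO with NR2E3 transfected cells and 100% = cells lacking NR2E3 construct; higher means lower luciferase signal from less NR2E3 corepressor binding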
Target sequence (Q9Y5X4 whole entry, looked up, the tested form may be a part): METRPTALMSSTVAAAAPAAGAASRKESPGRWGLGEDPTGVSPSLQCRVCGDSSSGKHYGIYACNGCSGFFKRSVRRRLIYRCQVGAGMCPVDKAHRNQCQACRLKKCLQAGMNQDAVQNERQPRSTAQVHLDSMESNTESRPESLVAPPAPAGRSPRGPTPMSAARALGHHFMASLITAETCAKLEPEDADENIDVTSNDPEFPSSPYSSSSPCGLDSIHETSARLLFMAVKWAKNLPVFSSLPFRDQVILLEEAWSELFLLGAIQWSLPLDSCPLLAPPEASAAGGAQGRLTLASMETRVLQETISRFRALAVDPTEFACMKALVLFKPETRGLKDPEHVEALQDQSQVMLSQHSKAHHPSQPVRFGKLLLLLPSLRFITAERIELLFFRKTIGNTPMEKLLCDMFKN
aDG glyco act: increases alpha dystroglycan glycosylation; Pro5-aDG cells, alpha-DG glycosylation AlphaScreen (IIH6); 0% Pro5, 100% B10-LARGE cell signal; 360,000 tested, 0.22% active; activation, % at 10 µM;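 active = activation of at least 8% versus controls, or a plate z-score of at least 8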;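 note: Pro5 are CHO cells carrying HIG-tagged alpha-DG that lacks glycosylation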
KKLEB tox: counter-screen for CF NF-kB inhibitors: cytotoxicity. KKLEB CF airway cells viability, ATPlite luminescence, overnight; stronger effect = lower value; cells stimulated with P. aeruginosa culture filtrate. activity change (cytotoxicity), % at 5 µM. 360,000 tested, 0.36% active. AID 602141;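 active = corrected activity change at or below -50% at 5 µM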
TRPM1 prom inh: reduces MITF-dependent TRPM1 promoter luciferase signal; SK-MEL-5 TRPM1 promoter luciferase, 24 h; inhibition, % at 12.5 µM; 330,000 tested, 0.83% active;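 active = mean inhibition across replicates of 60% or more, whatever share of single replicates reaches that level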; note: values of inactives mirror those of a sister screen read the other way
TWEAK-Fn14 inh: TWEAK-Fn14 signaling inhibition; 360,000 tested, 2% active; inhibition, % at 10 µM; TWEAK-stimulated Fn14 reporter cells, luciferase luminescence, 8 h; in the data active = inhibition above about 50%
CF NFkB inh: blocks PAF-induced NF-kB reporter in cystic fibrosis cells | KKLEB NF-kB-GFP reporter, GFP fluorescence overnight | inhibition, % at 5 µM | 360,000 tested, 0.86% active;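 active = at least 50% inhibition at 5 µM, scaled per plate between neutral and stimulator controls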;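 note: PAF is a Pseudomonas aeruginosa culture filtrate used as stimulus; plate controls were PAF-stimulated DMSO wells for no effect and unstimulated DMSO wells for full effect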
Shn3 3UTR inh: reduces Shn3 3'UTR luciferase signal in osteoblasts | Clone20 osteoblast Shn3 3'UTR firefly luciferase, 24 h | AID 588674 | inhibition, % at 12.5 µM | 360,000 tested, 0.52% active;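 active = mean inhibition of at least 75% with every replicate also reaching 75%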;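 note: 0% = median of neutral control wells and 100% = pilot-screen positive control compound; some compounds past the cut are filed as inactive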
Peg3 prom inh: inhibitors of Peg3 promoter. 360,000 tested, 1.7% active. HeLa PEG-Prom luciferase reporter, luminescence, overnight. inhibition, % at 20 µM. AID 588405;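 active = inhibition of at least 50% at 20 µM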
NR2E3 ag-2: agonists of human nuclear receptor NR2E3. GST-NR2E3/biotin-RetCOR TR-FRET, 1536-well. inhibition of corepressor binding, % at 4.78 µM. 320,000 tested, 0.12% active. AID 2300;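 active = percent inhibition above the cutoff of mean plus 3 SD of all tested compounds, set per screening campaign, cut at about 20% in these data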;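 note: 0% = DMSO wells and 100% = biotin wells as full block of FRET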
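Material – GST-tagged NR2E3 plus biotinylated RetCOR corepressor · Quantity – NR2E3 fusion 1.35 nM · Times – 5 h incubation at 4 °C · Medium – pH 7.5 Tris-based buffer · Technique – TR-FRET, Eu(K)-anti-GST donor, streptavidin-D2 acceptor, ex 340, em 617/671 nm · Benchmarks – high control biotin, low control 0.6% DMSO · Format – 1536-well plates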
Active calls of the source: *; · = no result given. No enrichment for hits; any-hit rate near 4.4%.

smiles	hiPSC survival	HIF-2a inh	NR2E3 ag-1	aDG glyco act	KKLEB tox	TRPM1 prom inh	TWEAK-Fn14 inh	CF NFkB inh	Shn3 3UTR inh	Peg3 prom inh	NR2E3 ag-2
O=C(NCC(c1ccco1)N1CCN(c2ccccc2)CC1)C1CCCCC1 (stereo not drawn)	1.2	4	6	0.2	15	·	-10	-28	2	3	·
CC(C)CC(=O)Nc1ccc(F)c(Cl)c1	-0.2	5	0	0.1	-2	-4	4	7	-17	-10	-3
CN(C)S(=O)(=O)c1ccc(Cl)c(C(=O)OCC(=O)NC(=O)NC2CCCC2)c1	-0.2	9	-17	-0.1	-10	0	0	12	-7	-3	2
CCc1nnc(NS(=O)(=O)c2ccccc2)s1	-0.9	13	-3	-0.1	4	-3	1	16	3	18	2
O=C(OCC(=O)N1CCN(C(=O)COC(=O)c2ccccc2NCCO)CC1)c1ccccc1NCCO	0.6	-26	-23	0.2	-8	-13	29	34	-16	-5	·
CC1(C)OC(=O)CC1C(=O)NCc1ccccc1 (stereo not drawn)	2.4	13	-11	0.3	6	-4	-16	-1	3	3	2
COc1cccc(N/C=C/C(=O)c2ccc(C)cc2)c1	-0.7	-210	-156	-0.1	-24	-30	36	-9	-12	-222	1
Cc1onc(-c2ccccc2)c1C(=O)NCCc1c[nH]c2ccccc12	0.1	12	-19	0.0	1	5	4	-10	4	15	3
COC(=O)c1c(NC(=O)c2ccco2)sc(C(=O)N2CCCC2)c1C	1.3	-7	-6	-0.2	-3	-3	9	18	-13	10	0
O=C(NCc1ccc(Cl)cc1)C1CCN(C(=O)c2ccc(Cl)cc2)CC1	1.1	9	23	-0.1	-18	3	13	9	15	-3	·
CC(C)(O)C#Cc1ccc(CNC[C@H]2O[C@@H](n3cnc(C(N)=O)n3)[C@H](O)[C@@H]2O)s1	4.2	5	-7	0.4	-10	-9	-20	37	7	4	·
O=S1(=O)N[C@@H](CC2CCCCC2)COc2cc(Br)ccc21	0.1	1	-1	-0.2	-13	5	6	21	4	19	·
COc1ccc2oc(=O)cc(CN(C)Cc3ccccc3)c2c1	0.0	11	17	0.3	-2	10	33	25	23	15	4
CC1(C)OC(=O)C2=C(C[C@@H](C3CC3)O[C@H]2CCc2cccc(Cl)c2)O1	-0.2	-12	-1	0.0	·	·	0	·	·	·	·
Cc1cc(C)nc(NC2=NCCN2C(=O)NC2CCCCC2)n1	3.0	15	7	-0.1	-2	-2	2	-3	14	10	-3
COc1ccc(CCNC(=O)c2ccccc2NC(=O)CN2CCN(c3ccccc3O)CC2)cc1	0.4	14	16	-0.5	1	2	41	-7	1	52*	·
O=C(Nc1ccccc1F)c1ccc2snnc2c1	-0.3	-181	1	-0.1	18	-42	-31	-27	-78	-201	2
CC(NC(=O)CCSCCC(=O)NC(C)c1ccccc1)c1ccccc1 (stereo not drawn)	-1.9	20	8	-0.2	14	3	-9	-4	-2	14	1
CCOC(=O)CNC(=S)N(CCCN1CCCCC1)Cc1cccs1	-1.4	11	-9	0.1	-36	-9	-2	-19	-3	1	-3
O=S(=O)(NCC(O)c1ccccc1)c1ccc(-c2ccccn2)s1 (stereo not drawn)	0.2	8	16	0.0	-13	-3	1	-5	4	18	-3
O=C(c1ccc(F)cc1)C(C(=O)N1CCCCC1)n1ccccc1=O (stereo not drawn)	0.6	16	21	0.2	7	6	0	-2	5	10	4
COc1ccc(NC(=O)CSc2nnc(Cn3c(=O)sc4ccccc43)n2C)cc1OC	-0.2	14	-29	-0.1	4	-1	17	3	1	12	0
CCOc1ccc(NC(=O)CC2C(=O)N(c3ccc(OCC)cc3)C(=S)N2C2CC2)cc1 (stereo not drawn)	-0.1	4	2	0.0	-2	4	17	0	-7	3	0
O=C(Nc1cc(S(=O)(=O)N2CCCCC2)ccc1Cl)C1=NN(c2ccccc2)C(=O)CC1	0.1	7	3	0.5	0	7	24	13	10	21	0
Cn1c(SCC(=O)Nc2ccc(N3CCOCC3)cc2)nnc1-c1ccco1	1.9	-11	11	0.0	23	-6	9	-1	-25	-11	2
Cc1cc(C)c(S(=O)(=O)N(C)CC(=O)N2CCCC2)c(C)c1	0.8	8	-16	0.0	-9	·	-6	30	3	0	·
O=C(Cn1cnc(Cl)c1Cl)c1ccc(F)cc1	-0.7	-4	-28	0.5	-3	-7	-19	13	-3	-8	-1
CCCNC(=O)C1(C)CCN(Cc2ccc(-c3ccccn3)cc2)C1 (stereo not drawn)	2.8	-6	-16	-0.1	-8	·	-28	12	8	4	·
O=C(Nc1ccccc1)c1sc(Cl)nc1-c1ccccc1	1.0	12	-2	0.2	7	13	-2	-7	-19	4	3
CCCCNC(=S)NC1CCCC1	4.0	1	-15	0.1	12	8	-4	5	14	-5	-2
COc1ccc(C(O)c2ncc(-c3ccc4ccccc4c3)[nH]2)cc1 (stereo not drawn)	-2.4	-143	-51	-0.1	-1	·	7	8	-8	-107	·
CCOc1ccc(CNC(=O)CN2C(=O)CSc3ccc(S(=O)(=O)N4CCOCC4)cc32)cc1	-0.9	-3	1	-0.1	6	·	-7	-18	12	-9	·
CC(=O)c1ccc(NC(=O)CSc2nc3nn(-c4ccccc4)c(=O)c-3c3n2CCCCC3)cc1	0.3	-7	-26	0.0	-2	-26	-5	-41	-3	13	·
Cc1ccc(OC(=O)C23CC4CC(CC(C4)C2)C3)c(C)n1	1.6	8	-2	0.0	15	0	-22	-1	16	-30	0
COc1ccc(CN=CC2=C(O)CC(C)(C)CC2=O)cc1	1.0	-19	-34	-0.3	-11	-19	-3	11	-24	-27	0
COc1cc(OC)cc(C(=O)n2cnnc2N)c1	0.2	18	5	-0.4	-6	2	-12	2	2	-2	0
Cc1nnc2sc(SCc3ccc(Br)cc3)nn2c1=O	0.1	15	-4	-0.2	1	-4	-6	-7	-22	5	0
COc1ccc(C2(C(=O)c3ccccc3)C(=O)c3ccccc3C2=O)cc1	-0.5	-129	-12	-0.1	4	-28	17	19	-33	-114	3
NC(=O)CSc1nnc2ccc(-c3ccc(F)cc3)nn12	1.3	10	7	0.0	12	-3	-1	-5	-13	1	0
CC1(C(=O)O)CCC(C(=O)Nc2cccc(F)c2)C1(C)C (stereo not drawn)	-0.3	13	26	0.2	1	-11	11	1	1	15	4
Cc1ccc(CNC(=O)Cc2ccc(NC3=NC4CS(=O)(=O)CC4S3)cc2)cc1 (stereo not drawn)	-1.5	1	-24	0.1	19	·	13	-2	12	3	2
COc1ccc(Nc2ncnc3ccc(Br)cc23)c(OC)c1	0.6	75*	85*	-0.1	3	68*	-22	14	60	88*	1
Cc1nc(CSc2nnc(N)s2)cs1	-0.2	11	-15	0.1	11	3	23	-1	8	-6	-1
CCn1nnc2cc(C(=O)Nc3ccc(C(=O)OC(C)C)cc3)ccc21	-1.6	-1	-14	0.2	3	22	9	24	-16	7	·
CCCC[C@@H]1Cc2[nH][nH]c(=O)c2[C@H](c2cccc3ccccc23)O1	-0.8	12	-1	-0.1	·	·	29	·	·	·	·
COc1ccc(N2CCN(C(=O)c3ccc(N(C)S(=O)(=O)c4ccc(OC)cc4)cc3)CC2)cc1	1.9	-14	-8	1.4	-5	16	17	4	56	-3	1
NC(=S)Nc1cc(Cl)cc(Cl)c1	-0.8	28	-8	-0.1	1	·	12	-41	-7	3	1
CC(=O)Nc1cccc(Oc2nc(NCCN(C)C)nc3ccsc23)c1	-0.9	7	24	-0.1	6	·	-18	-35	6	-9	·
Fc1ccccc1/C=N/Nc1nn[nH]n1	4.0	22	-17	-0.4	4	-1	-6	2	4	8	1
O=C(CCNC(=O)N1CC(=O)Nc2ccccc21)NCc1ccccc1	5.8	18	-5	0.1	-6	·	-7	12	-21	9	·
O=C(CCCc1c[nH]c2ccccc12)NCc1ccccc1F	-0.5	-50	-14	0.0	12	-1	16	5	-9	-25	-7
O=C(Cn1cnc2ccccc2c1=O)NCCC(=O)N1CCN(c2ccccc2)CC1	-0.2	7	5	0.0	2	2	-23	7	5	9	1
CC(C)(C)NC(=O)C(c1cccs1)N(CC1CCCO1)C(=O)Cn1nnc(-c2cccs2)n1 (stereo not drawn)	0.5	14	-1	0.1	-2	17	15	0	-27	9	-1
COc1ccc(CNC(=O)C2CCCN(S(=O)(=O)N3CC(C)CC(C)C3)C2)c(OC)c1 (stereo not drawn)	-0.6	10	-14	0.1	9	4	0	-13	0	-3	-5
COC(=O)c1sccc1NC(=S)N1CCCCC1	-0.5	5	-29	0.5	-2	7	0	5	-3	-2	2
CC(C)(C)C(=O)N1CCN(c2nc3ccccc3o2)CC1	-0.4	-37	-15	0.9	2	-12	-7	9	3	-2	1
COC(=O)[C@@]12CCCCN1[C@H](c1ccc(-c3cccc(Cl)c3)c(OC)c1)[C@@H]1C(=O)N(C)C(=O)[C@@H]12	5.0	5	-10	0.7	4	14	24	21	9	48	3
CCCCc1nc2sc3c(=O)n(N)cnc3c2c2c1CCCC2	1.9	19	-2	-0.4	10	3	-5	5	24	2	-1
COc1ccc(Cl)cc1-c1cc(C(=O)N[C@H](C)c2ccccc2)[nH]n1	3.1	-62	7	0.6	15	·	-24	-38	-15	-54	·
CCOC(=O)N/N=C\c1ccc(-c2cc(Cl)ccc2Cl)o1	2.6	-21	-26	0.0	13	-3	-9	-15	-6	-21	0

Remaining list, next part:
smiles	hiPSC survival	HIF-2a inh	NR2E3 ag-1	aDG glyco act	KKLEB tox	TRPM1 prom inh	TWEAK-Fn14 inh	CF NFkB inh	Shn3 3UTR inh	Peg3 prom inh	NR2E3 ag-2
O=C(NCC(=O)N1CCN(S(=O)(=O)c2ccc3c(c2)OCCO3)CC1)c1ccccc1Cl	0.0	6	15	0.0	16	3	8	-3	-4	-4	0
Cc1ccc(NC(=O)CN2C(=O)NC(Cc3ccccc3)C2=O)cc1 (stereo not drawn)	-1.0	18	7	0.0	-4	8	4	2	-22	21	4
C[N+](C)(C)CCCCCCC(=O)/C=N/O	-0.7	6	1	0.1	-1	12	-9	2	15	8	3
Cc1cccc(/C=C2\Sc3ccc(C(=O)N4CCOCC4)cc3N(C)C2=O)c1	1.2	-9	-2	0.0	1	6	6	-5	-3	13	-2
COc1cccc(OCC(Cn2cnc3ccccc32)OC(C)=O)c1 (stereo not drawn)	0.9	-13	-11	0.8	8	-15	-20	-18	-9	-9	2
C=CCn1c(SCC(=O)N2CCc3ccccc3C2)nnc1-c1ccncc1	0.7	15	-1	0.2	1	-9	6	6	5	3	-4

Source: PubChem (several laboratories)
